# ssDAF-12 act – activators of S. stercoralis DAF-12 nuclear receptor. HEK293 ssDAF-12/GRIP1 lit1-tk-luc reporter, luminescence; % of 3 µM dafachronic acid response. activation, % at 6.8 µM. 1% of 370,000 active. AID 652126;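 active means activation above the mean over all tested compounds plus 3 SD, cut at about 0.9% in these data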;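 further: 0% = DMSO-only wells and 100% = 3 µM delta7-dafachronic acid wells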
# hgDAF-12 ag – hgDAF-12 agonism, primary luciferase screen | activation, % at 6.8 µM | AID 687014 | 1.8% of 370,000 active | HEK293 GAL4-hgDAF12 UAS-luciferase reporter, agonist luminescence; normalized to butyrate control;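 active means activation above a cutoff set at the mean of all screened compounds plus 3 SD, cut at about 10% in these data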;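 further: 0% = DMSO wells and 100% = sodium butyrate wells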
# PLCb3 inh – inhibitors of human phospholipase C beta3 | Q01970 | Purified PLC-beta3, fluorogenic substrate, fluorescence | inhibition, % at 12.2 µM | 0.18% of 370,000 active; in the data active means inhibition above about 11%;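 further: 0% = median of compound wells on plate and 100% = full blocker control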
# DAX1 inh-1 – inhibitors of human orphan nuclear receptor DAX1 (NR0B1); 0.99% of 340,000 active; inhibition, % at 6.75 µM; AID 504766; HEK293 Gal4-DAX1 luciferase reporter, luminescence;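 active means inhibition above the mean over all tested compounds plus 3 SD, cut at about 4.2% in these data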;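 further: 0% = DAX1-transfected cells with DMSO and 100% = empty-vector control cells with DMSO; inhibition shows as a rise in luminescence from relieved DAX1 repression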
# Target sequence (P51843 207-470 limits assumed): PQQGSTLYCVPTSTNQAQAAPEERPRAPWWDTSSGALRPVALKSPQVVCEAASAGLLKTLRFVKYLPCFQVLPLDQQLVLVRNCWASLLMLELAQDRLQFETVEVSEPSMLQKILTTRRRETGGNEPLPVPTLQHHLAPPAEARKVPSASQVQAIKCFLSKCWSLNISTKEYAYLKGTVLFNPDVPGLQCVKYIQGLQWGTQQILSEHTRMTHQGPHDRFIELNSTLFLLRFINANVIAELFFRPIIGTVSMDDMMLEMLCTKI
# FXN GAA850 act – increases GAA850 frataxin promoter reporter activity | HEK293 lucGAA850 FXN promoter luciferase reporter, 24 h; percent of 10 µM SAHA response | AID 540364 | activation, % at 6 µM | 0.56% of 360,000 active;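 active means activation above the average of all compounds screened plus 3 SD, cutoff fixed separately per campaign, cut at about 7.5% in these data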;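 further: 0% = DMSO wells and 100% = 10 µM SAHA wells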
# sPLA2-III inh – Blocks human group III sPLA2 activity; Q9NZ20; QFRET BODIPY PC-A2 liposome hydrolysis, fluorescence; inhibition, % at 12.2 µM; 0.56% of 370,000 active;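 active means inhibition above mean plus 3 SD of compounds lying within the high and low control bounds, cut at about 19% in these data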;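 further: 0% = median of test compound wells and 100% = no enzyme DMSO wells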
# hcDAF12 agonist – activates DAF-12 receptor from parasite H. contortus | HEK293 hcDAF-12 lit1-tk-luc reporter, luminescence; 0% DMSO, 100% Δ7-dafachronic acid | 1.4% of 370,000 active | AID 652067 | activation, % at 6.8 µM;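 active means activation above the mean of all tested compounds plus 3 SD, cut at about 5.5% in these data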;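 further: 100% = response to 3 µM Δ7-dafachronic acid high control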
# PLC-gamma1 inh – PLC-gamma1 (human) inhibition, primary screen; 0.84% of 370,000 active; AID 720700; inhibition, % at 12.2 µM; purified PLC-gamma1, fluorogenic substrate, fluorescence; in the data active means inhibition above about 9.5%
# ADAM10 inh – inhibitors of human ADAM10. O14672. recombinant ADAM10, EDANS/DABCYL FRET peptide cleavage, 3 h. inhibition, % at 7 µM. 0.62% of 370,000 active;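 active means inhibition above a per-campaign cutoff equal to the mean of compounds falling between control-based bounds plus 3 SD, cut at about 20% in these data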;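 further: 0% = DMSO wells while the 100% control is not disclosed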
# ADAM17 inh – ADAM17 inhibition, QFRET primary screen | P78536 | recombinant ADAM17, EDANS/DABCYL FRET peptide cleavage | inhibition, % at 6.95 µM | 0.83% of 370,000 active | AID 720648;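 active means inhibition above the mean of compounds lying between control limits plus 3 SD, set per campaign, cut at about 8.5% in these data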;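 further: 0% = DMSO-only wells as the low control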
# Target sequence (P78536 215-824 limits assumed): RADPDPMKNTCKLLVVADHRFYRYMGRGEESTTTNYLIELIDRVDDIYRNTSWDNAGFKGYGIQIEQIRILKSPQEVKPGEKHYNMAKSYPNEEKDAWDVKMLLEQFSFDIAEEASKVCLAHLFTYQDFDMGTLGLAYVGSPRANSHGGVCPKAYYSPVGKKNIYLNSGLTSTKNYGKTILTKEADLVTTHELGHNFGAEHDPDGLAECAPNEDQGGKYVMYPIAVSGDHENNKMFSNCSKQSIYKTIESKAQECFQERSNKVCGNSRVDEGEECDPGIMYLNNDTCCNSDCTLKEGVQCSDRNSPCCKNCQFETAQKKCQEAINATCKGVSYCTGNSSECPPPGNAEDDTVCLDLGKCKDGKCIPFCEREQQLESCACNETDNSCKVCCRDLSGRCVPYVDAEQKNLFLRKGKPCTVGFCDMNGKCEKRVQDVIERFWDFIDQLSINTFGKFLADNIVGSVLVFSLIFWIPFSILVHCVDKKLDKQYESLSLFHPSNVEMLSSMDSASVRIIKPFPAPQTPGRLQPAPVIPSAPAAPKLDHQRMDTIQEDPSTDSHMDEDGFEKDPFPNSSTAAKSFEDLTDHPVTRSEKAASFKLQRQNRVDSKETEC
# DAX1 inh-2 – DAX1 (NR0B1) inhibition, primary screen; HEK293T StAR-luciferase reporter, SF-1/DAX-1 repression relief; inhibition, % at 6.8 µM; 1.1% of 370,000 active; AID 652010;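 active means inhibition above the mean over all tested compounds plus 3 SD, cut at about 3.6% in these data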;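 further: 0% = DAX-1 cells with DMSO and 100% = cells lacking DAX-1 with DMSO; higher inhibition means more luminescence from relief of DAX-1 repression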
# * hit, by the source's call; · = not tested or not shown.
SMILES,ssDAF-12 act,hgDAF-12 ag,PLCb3 inh,DAX1 inh-1,FXN GAA850 act,sPLA2-III inh,hcDAF12 agonist,PLC-gamma1 inh,ADAM10 inh,ADAM17 inh,DAX1 inh-2
Cc1cccc(NC(=S)N2CCC(NC(=O)C3CCCCC3)CC2)c1,-1.2,-1.1,0,-1.1,-1.6,6,-1.7,3,9,-3,0.0
C=C(C)CN=CC1(C)CCC(C)=CO1 (stereo not given),-0.6,-0.3,-6,2.5,0.3,7,0.7,-6,-12,-8,-0.1
CSc1cccc(NC(=S)N(Cc2ccc(C)cc2)Cc2ccccn2)c1,-1.1,-1.6,-4,-0.3,1.7,6,1.7,0,-5,-4,0.3
Cc1onc(-c2ccccc2Cl)c1C(=O)NCCCc1ccccc1,-1.1,-1.9,2,0.0,-2.3,0,-1.4,2,-6,-2,-1.3
CCCOc1ccc(CNC(=O)Cn2c(=O)oc3ccccc32)cc1,-0.7,-1.4,-4,1.2,0.7,-9,-0.7,0,-3,-1,0.1
COc1ccccc1N1CCN(C(=O)c2c(C)cc(=O)oc2C)CC1,-1.3,-1.5,3,-0.2,-2.7,4,-1.8,2,-6,-5,-0.1
N#CCCn1c(SCC(=O)c2c[nH]c3ccccc23)nc2ccccc21,-0.5,-1.0,-7,-0.3,0.1,-4,1.6,-5,-4,-5,0.4
CCOC(=O)C(=O)N(C)c1c(CC)nc2c(OCCC3CCCCC3)cccn12,-1.7,2.7,4,·,0.0,-4,-0.3,-1,0,-2,-0.4
CCOC(=O)c1cnc2nc(NCc3ccc(OC)c(OC)c3)[nH]n2c1=O,-1.1,2.2,-1,0.8,-0.5,11,0.6,1,5,0,0.0
COC(=O)c1cc(C(c2ccccc2O)C2CCC(C)(C)O2)n2ccccc12 (stereo not given),-1.1,0.0,-49,·,·,2,0.2,-31,-190,-46,-1.1

# The closing 2 entries of the part above open the next one.
SMILES,ssDAF-12 act,hgDAF-12 ag,PLCb3 inh,DAX1 inh-1,FXN GAA850 act,sPLA2-III inh,hcDAF12 agonist,PLC-gamma1 inh,ADAM10 inh,ADAM17 inh,DAX1 inh-2
CCOC(=O)c1cnc2nc(NCc3ccc(OC)c(OC)c3)[nH]n2c1=O,-1.1,2.2,-1,0.8,-0.5,11,0.6,1,5,0,0.0
COC(=O)c1cc(C(c2ccccc2O)C2CCC(C)(C)O2)n2ccccc12 (stereo not given),-1.1,0.0,-49,·,·,2,0.2,-31,-190,-46,-1.1
Oc1ccc(Cl)cc1C1=NCCNC(C(F)(F)C(F)F)=C1,-1.7,-0.1,-5,0.3,-0.7,8,-2.6,3,-6,2,0.3
O=C(CCCCCN1C(=O)CCC1=O)NCc1ccccc1,-1.1,2.1,-1,0.5,-1.4,-6,-0.1,0,-4,-2,0.8
CC1=C(c2ccccc2)C(O)(c2ccccc2)C(C)C1=O (stereo not given),-1.4,3.1,5,-0.5,-1.3,-1,-0.4,14*,3,3,0.6
CC(C)CN1C(=O)C(=O)N(CC(=O)NC(C)CCc2ccccc2)C1=O (stereo not given),-0.9,-0.2,-9,-0.5,1.3,-7,-0.7,-1,-1,2,-0.9
O=C(CCS(=O)(=O)c1ccc2c(c1)NC(=O)CS2)NCCc1ccccc1,-1.4,0.7,-10,0.3,2.6,0,0.5,-2,4,-6,0.1
O=C(C[n+]1cc2ccccc2c2ccccc21)c1ccccc1,0.6,5.6,-17,1.9,-0.9,-94,5.2,-14,-157,-42,-0.6
C/C(=N/N1CCN(Cc2cccc3ccccc23)CC1)c1cccnc1,-1.0,-1.6,1,-1.0,-0.6,8,1.3,0,-5,-2,-0.9
O=S(=O)(N=C1C=CC(=NS(=O)(=O)c2ccccc2)c2ccccc21)c1ccccc1,-0.6,-2.7,-78,0.2,-2.5,-12,1.3,-57,-9,5,-1.6
CCOc1ccc(NC(=O)CSC(N)=O)cc1,-1.3,1.2,3,0.9,1.2,-3,0.1,1,4,0,-0.2
Cc1ccc(C(=O)c2cncc(Br)c2)cc1,-0.9,2.1,0,2.1,-2.3,5,-1.4,3,1,2,1.2
CCOC(=O)C1=C(CNCc2ccccc2Cl)NC(=O)NC1c1ccc2c(c1)OCO2 (stereo not given),-1.7,-0.3,0,-1.2,1.1,-7,-1.9,2,4,2,-0.4
COC(=O)CSC(C)C(=O)Nc1nnc(C(C)C)s1 (stereo not given),-1.6,-1.9,-2,-0.9,0.6,0,-0.4,1,-8,-2,-0.2
Cc1ccc(C(=O)NC2CCCCCC2)cc1N1CCCC1=O,0.5,1.9,-1,1.3,0.6,-1,0.1,-2,4,-5,0.9
CCOC(=O)c1cc(NC(=O)c2cccs2)ccc1N1CCOCC1,-2.0,-2.3,-5,-0.9,-1.9,0,-1.4,3,0,-3,-0.8
Cc1[nH]ncc1-c1nc2ccccc2[nH]1,-1.4,0.2,-40,-1.0,0.0,-1,-1.5,-30,6,-3,0.1
Cc1cc(C)c(S(=O)(=O)N2CCN(C(=O)c3cc4ccccc4oc3=O)CC2)c(C)c1,-1.6,0.1,-1,-0.4,-2.0,-4,-0.6,-3,-5,-4,0.6
COc1ccc(NC(=O)CSc2nnnn2C2CCCCC2)cc1,-0.7,0.1,0,-0.2,1.3,2,0.3,-1,-12,-1,-0.5
CCN1C[C@@H]2[C@@H]3C(=O)N(C)C(=O)[C@@H]3[C@](C)(C1=O)N2C(=O)c1ccc(Cl)cc1,-0.8,-0.6,-1,1.1,-1.6,6,-1.2,0,2,-4,-0.1
COc1cccc(CN(C)C(=O)c2cc(S(=O)(=O)N3CCCC3)ccc2C)c1OC,-0.8,-1.4,-5,-1.0,-1.4,9,-1.2,0,-13,0,-2.4
OC[C@@H]1CN(Cc2cccc(C(F)(F)F)c2)C[C@H](n2cnc3c(NCc4ccco4)ncnc32)O1,-1.0,-4.1,2,·,-1.5,-22,-0.9,1,-4,-1,-2.1
COCCNC(=O)c1cc2c3ccccc3n(C)c2s1,-1.2,1.1,-10,0.1,1.9,1,-1.1,-6,-91,-18,0.1
CCn1c(=O)cc(SCC(=O)N2CCN(c3ccccc3OC)CC2)c2ccccc21,-1.0,-2.4,2,0.4,-5.0,0,-2.1,1,0,-2,-0.8
CCN(CC)c1ccc(-c2n[nH]c(=S)n2-c2ccccc2)cc1,-1.7,2.2,-64,2.1,-0.3,20*,-1.5,-53,-109,-24,-0.9
COCCNC(=O)c1ccc2c(c1)ncn2-c1ccc(C)c(Cl)c1,-1.3,1.3,-6,1.5,2.3,3,-2.2,6,-2,1,0.5
COc1ccc(NC(=O)c2ccco2)cc1NC(=O)c1ccc(C)cc1,-0.6,1.0,-1,-1.9,-1.0,4,-0.3,-1,1,-5,0.1
CC(=O)N1c2ccc(S(=O)(=O)N3CCC(C(=O)NC4CCC(C)CC4)CC3)cc2CC1C (stereo not given),-0.7,2.7,-5,0.8,-0.3,-2,-1.2,1,-1,-5,-0.4
Cc1nc2sccn2c(=O)c1S(=O)(=O)N1CCN(c2ccccc2F)CC1,-0.7,-0.5,2,·,-0.7,17,1.1,4,-7,-5,-0.4
CC1(C(=O)NS(=O)(=O)c2ccccc2)CCN1C(=O)COc1ccc(Cl)cc1 (stereo not given),-1.0,0.5,1,·,1.5,-7,-0.4,1,-10,-3,0.0
Cc1ccc(CN(C(=O)CNC(=O)c2cccs2)C(C(=O)NCC2CCCO2)c2ccccc2)cc1 (stereo not given),-1.6,-2.8,1,-1.9,-4.6,-4,-2.0,0,-4,-5,-0.5
FC(F)Sc1ccc(NC(=S)NCC2CCCCC2)cc1,-0.1,6.3,0,-0.5,0.3,1,0.1,1,31*,7,-1.9
CCOC(=O)NNC(=O)c1[nH]c2ccc(Br)cc2c1-c1ccccc1,-1.5,-1.2,-1,0.6,0.0,-21,1.4,-1,5,5,-0.5
O=C(c1cc(COc2cccc(C(F)(F)F)c2)on1)N1CCCC1,-1.3,3.5,-1,1.2,2.5,-4,-0.7,0,-10,-5,0.1
CC(/C=N/NC(=O)c1cc(-c2cccn2C)n[nH]1)=C\c1ccccc1,-0.8,-1.2,-24,·,1.8,-32,-1.6,-12,12,1,-0.3
COc1ccc(Cl)cc1NC(=O)COC(=O)C1CC1,-0.7,-1.8,0,0.1,1.6,3,-0.3,-3,-6,0,-0.2
O=C(COC(=O)CNC(=O)c1ccccc1)NC12CC3CC(CC(C3)C1)C2,-2.1,-0.5,1,0.7,-0.6,-2,-0.2,2,-1,1,0.8
CCn1cnc2c1c(=O)n(CC(=O)NCc1ccccc1)c(=O)n2Cc1ccccc1,-1.3,3.4,0,1.3,-0.5,-2,-2.5,-1,-5,-2,-0.7
CC(C)[C@H](NC(=O)c1ccco1)C(=O)OCC(=O)Nc1ccccc1OC(F)F,-2.0,1.9,-2,0.0,1.0,2,0.0,-1,0,-2,0.0
CNc1nc(C)cc(C)c1S(=O)(=O)c1ccc(Cl)cc1,-1.7,-0.4,-16,0.2,-0.7,-4,-0.3,-10,-17,-7,-0.6
COc1ccc(OC)c(CC(NC(C)=O)C(=O)NC2CCN(C(=O)c3cccc(C)c3)CC2)c1 (stereo not given),-0.8,-1.6,3,1.2,-0.5,2,1.2,1,5,-2,0.2
COc1cc(CNc2cccc(F)c2)cc(Br)c1O,1.5*,1.2,-25,0.0,4.4,14,2.4,-19,5,-1,-0.3
COc1ccc(CN(Cc2nc3ccccc3c(=O)[nH]2)C(=O)NC2CCCCC2)cc1,-0.5,-0.9,1,-0.3,-1.1,6,-1.1,1,3,-3,1.1
CCOC(=O)N1CCN(C(=O)CCc2ccc(S(=O)(=O)NCC(C)C)cc2)CC1,-2.2,-2.2,-5,0.2,-0.2,-1,-1.2,8,7,3,0.4
O=C(CN1CCN(C(=O)N2CCOCC2)CC1)Nc1ccc(Br)cc1,-1.2,0.2,-4,0.0,0.8,-2,1.4,1,-3,2,0.5
O=C(COc1ccc(Cl)cc1Br)N1CCN(S(=O)(=O)c2ccccc2)CC1,-1.0,0.9,-7,0.7,0.5,-5,-1.5,1,6,-3,-1.4
COc1ccc(/C=C2/C(=O)N(c3nc4ccccc4s3)N=C2CSc2ccc(Cl)cc2)cc1,0.7,4.4,-9,0.5,4.1,6,5.6*,-8,-1,-2,0.6
COc1ccc(CCN(C)C(=O)CSc2nnc(C3CC3)n2N)cc1OC,-1.0,0.5,1,-0.1,-1.4,16,-0.6,3,-13,-5,0.1
CSc1nccc(Oc2ccccc2Cl)n1,-0.8,2.9,-2,·,3.2,1,1.1,5,3,-1,0.0
Cc1cc(C(=O)N2CCN(c3ccccc3)CC2)c(C)o1,-1.3,3.5,2,1.7,3.0,4,0.6,6,11,0,0.4
CCOC(=O)c1c(C)[nH]c(C(=O)COc2ccc3c(c2)OCO3)c1C,-1.1,3.4,-3,-1.0,4.8,-3,-1.0,4,-5,0,-0.4
O=C(N/N=C/c1ccccn1)c1ccc(Br)cc1,0.2,7.8,-19,-2.1,23*,12,3.1,-19,-3,-3,-0.6

# Screening data (PubChem)
